Compound activity (PubChem)
hcDAF-12 act: H. contortus DAF-12 activation, primary screen; activation, % at 6.8 µM; HEK293 hcDAF-12 lit1-tk-luc reporter, luminescence; 0% DMSO, 100% Δ7-dafachronic acid; hit rate 1.4% among 370,000;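 active means activation above the mean of all tested compounds plus 3 SD, cut at about 5.5% in these data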;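 further: 100% = response to 3 µM Δ7-dafachronic acid high control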
ADAM10 inh: inhibits human ADAM10; inhibition, % at 7 µM; O14672; AID 720582; recombinant ADAM10, EDANS/DABCYL FRET peptide cleavage, 3 h; hit rate 0.62% among 370,000;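 active means inhibition above a per-campaign cutoff equal to the mean of compounds falling between control-based bounds plus 3 SD, cut at about 20% in these data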;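 further: 0% = DMSO wells while the 100% control is not disclosed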
Target sequence (O14672 214-748 limits assumed): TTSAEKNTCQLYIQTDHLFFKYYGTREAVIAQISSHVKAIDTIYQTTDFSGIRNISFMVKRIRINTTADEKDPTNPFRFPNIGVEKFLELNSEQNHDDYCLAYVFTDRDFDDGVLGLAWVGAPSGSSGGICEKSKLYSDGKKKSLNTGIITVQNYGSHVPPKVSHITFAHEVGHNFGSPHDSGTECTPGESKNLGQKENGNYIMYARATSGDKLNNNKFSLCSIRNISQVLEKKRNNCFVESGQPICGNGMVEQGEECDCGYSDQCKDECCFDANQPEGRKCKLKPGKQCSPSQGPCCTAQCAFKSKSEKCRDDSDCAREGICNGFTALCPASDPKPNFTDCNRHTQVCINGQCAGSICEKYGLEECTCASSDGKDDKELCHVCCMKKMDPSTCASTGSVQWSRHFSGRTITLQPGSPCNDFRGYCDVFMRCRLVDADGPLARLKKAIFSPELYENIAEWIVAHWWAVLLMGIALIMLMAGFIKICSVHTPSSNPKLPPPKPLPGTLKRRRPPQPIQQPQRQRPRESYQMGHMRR
DAX1 inh-1: inhibitors of DAX1 repression of SF-1 activated StAR promoter; HEK293T StAR-luciferase reporter, SF-1/DAX-1 repression relief; inhibition, % at 6.8 µM; hit rate 1.1% among 370,000; AID 652010;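 active means inhibition above the mean over all tested compounds plus 3 SD, cut at about 3.6% in these data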;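 further: 0% = DAX-1 cells with DMSO and 100% = cells lacking DAX-1 with DMSO; higher inhibition means more luminescence from relief of DAX-1 repression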
SMARCA2 act: increases SMARCA2 function in MMTV reporter cells; MG213 cells, MMTV-luciferase reporter, dexamethasone, overnight; activation, % at 9.1 µM; hit rate 1% among 370,000; in the data active means activation above about 7.8%;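 further: 0% = vehicle wells and 100% = reference activator wells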
FXN GAA850 act: activators of GAA850 frataxin (FXN) promoter | HEK293 lucGAA850 FXN promoter luciferase reporter, 24 h; percent of 10 µM SAHA response | hit rate 0.56% among 360,000 | activation, % at 6 µM | AID 540364;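 active means activation above the average of all compounds screened plus 3 SD, cutoff fixed separately per campaign, cut at about 7.5% in these data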;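 further: 0% = DMSO wells and 100% = 10 µM SAHA wells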
ssDAF-12 act: activators of S. stercoralis DAF-12 nuclear receptor; HEK293 ssDAF-12/GRIP1 lit1-tk-luc reporter, luminescence; % of 3 µM dafachronic acid response; activation, % at 6.8 µM; hit rate 1% among 370,000; AID 652126;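 active means activation above the mean over all tested compounds plus 3 SD, cut at about 0.9% in these data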;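 further: 0% = DMSO-only wells and 100% = 3 µM delta7-dafachronic acid wells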
GC-A act: GC-A (human) enzyme activation. P16066. HEK293 GC-A cells, cGMP TR-FRET, EC30 ANP; 0% at EC30 ANP, 100% saturating ANP. activation, % at 10 µM. hit rate 0.14% among 370,000. AID 1671463; in the data active means activation above about 40%
HGIII-sPLA2 inh: Blocks human group III sPLA2 activity. QFRET BODIPY PC-A2 liposome hydrolysis, fluorescence. hit rate 0.56% among 370,000. inhibition, % at 12.2 µM. Q9NZ20;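 active means inhibition above mean plus 3 SD of compounds lying within the high and low control bounds, cut at about 19% in these data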;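 further: 0% = median of test compound wells and 100% = no enzyme DMSO wells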
hgDAF12 agonist: hgDAF-12 agonism, primary luciferase screen. HEK293 GAL4-hgDAF12 UAS-luciferase reporter, agonist luminescence; normalized to butyrate control. activation, % at 6.8 µM. hit rate 1.8% among 370,000. AID 687014;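 active means activation above a cutoff set at the mean of all screened compounds plus 3 SD, cut at about 10% in these data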;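 further: 0% = DMSO wells and 100% = sodium butyrate wells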
GC-B act: GC-B (human) receptor activation. hit rate 0.11% among 370,000. AID 1920062. HEK293-GC-B cells, CNP EC30, cGMP TR-FRET; 0% at EC30 CNP, 100% saturating CNP. activation, % at 10 µM;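 active means activation at 10 µM reaching about 35% in either raw or pattern-adjusted values, limit read from the data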
DAX1 inh-2: inhibitors of human orphan nuclear receptor DAX1 (NR0B1). AID 504766. P51843. HEK293 Gal4-DAX1 luciferase reporter, luminescence. inhibition, % at 6.75 µM. hit rate 0.99% among 340,000;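 active means inhibition above the mean over all tested compounds plus 3 SD, cut at about 4.2% in these data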;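 further: 0% = DAX1-transfected cells with DMSO and 100% = empty-vector control cells with DMSO; inhibition shows as a rise in luminescence from relieved DAX1 repression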
Target sequence (P51843 207-470 limits assumed): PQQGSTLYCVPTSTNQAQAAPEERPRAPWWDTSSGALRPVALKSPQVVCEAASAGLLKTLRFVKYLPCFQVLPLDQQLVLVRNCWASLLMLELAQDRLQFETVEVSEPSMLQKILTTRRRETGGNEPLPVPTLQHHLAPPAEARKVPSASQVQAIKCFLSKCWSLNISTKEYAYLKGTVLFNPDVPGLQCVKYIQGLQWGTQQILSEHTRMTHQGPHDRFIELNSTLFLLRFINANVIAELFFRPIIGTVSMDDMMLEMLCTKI
* hit, by the source's call; x = not tested or not shown.

SMILES	hcDAF-12 act	ADAM10 inh	DAX1 inh-1	SMARCA2 act	FXN GAA850 act	ssDAF-12 act	GC-A act	HGIII-sPLA2 inh	hgDAF12 agonist	GC-B act	DAX1 inh-2
COc1ccc(C(=O)N[C@@H]2CC[C@@]34CCCN3C(=O)CCC[C@H]4[C@H]2C)cc1	-1.2	1.3	x	x	x	-1.8	-2.1	1.6	0.0	2.6	x
O=C(NCCCN1CCOCC1)c1ccco1	1.4	4.8	-0.5	1.8	1.6	0.1	-1.2	6.2	0.0	0.4	1.7
COc1cc(-c2n[nH]c(=S)n2-c2ccccc2C(F)(F)F)cc(OC)c1OC	-0.8	0.8	0.4	-4.2	1.4	-0.5	-9.8	15.9	-0.8	-5.9	1.2
COC(=O)Cc1ccc(NC(=S)N2CCC(Cc3ccccc3)CC2)cc1	-1.8	5.2	-0.6	4.8	-0.6	-2.1	-2.0	3.3	-0.7	1.0	-0.8
COc1cccc(COC(=O)C2CC(=O)N(Cc3ccc(C)cc3)C2)c1OC (stereo unspecified)	-0.5	8.2	0.0	0.9	-2.9	-1.1	-5.1	-5.8	-0.8	1.6	1.2
COc1cc(/C=C2/C(=N)N3C=CSC3=NC2=O)ccc1OCCCOc1ccccc1C	3.4	-139.7	-0.4	1.4	0.7	-1.0	-7.8	-9.2	6.5	-3.7	0.4
COc1cccc(C(=O)Nc2cc3c(cc2Cl)OCCCO3)c1	1.6	-1.5	3.5	4.0	7.9*	0.1	6.2	12.6	13.9*	-0.1	2.4
COc1cc(C(=O)NNC(=S)NC(=O)/C=C/c2ccccc2)cc(OC)c1OC	-0.8	9.4	0.6	-0.3	-0.2	-1.1	-5.8	12.5	-1.3	1.2	-1.6
Cc1ccc(-c2ccc(/C=N/NC(N)=S)o2)cc1	10.3*	-120.3	0.2	6.4	2.6	1.7*	-28.6	11.4	7.4	-22.1	3.4
C[C@@H]1CN([C@@H](C)CO)C(=O)CCCn2cc(nn2)CO[C@H]1CN(C)C(=O)c1ccncc1	1.9	-5.2	-0.1	-2.9	x	-0.6	-1.0	-0.9	0.5	1.1	x
Cc1cccc(OCCCn2ccnc2)c1	1.1	-2.5	-0.4	-4.5	-3.0	-1.2	2.8	-3.7	-2.6	-2.2	-0.4
CCOC(=O)C1(Cc2cccc(F)c2)CCN(Cc2cnn(CC)c2)CC1	0.0	-0.5	0.0	-1.2	0.0	-1.1	-0.9	-6.5	-1.6	3.6	-0.5
O=C(COC(=O)C1CC2C=CC1C2)Nc1ccccc1[N+](=O)[O-] (stereo unspecified)	0.2	1.3	1.4	1.2	1.5	0.2	-2.5	1.1	3.7	-1.9	0.9
Cc1c(C(=O)N(C)c2ccccc2)oc2c1C(O)CC(C)(C)C2 (stereo unspecified)	-1.2	1.3	-0.3	-0.6	-0.1	-1.2	0.9	-0.4	-3.7	3.9	0.7
NCCCCc1cn(CC(=O)N2CCNCC2)nn1	-1.3	-2.8	0.1	-0.7	-0.8	-0.9	1.9	18.6	0.8	7.2	-0.4
C=CCN1C(=O)[C@H](CC(=O)N2CCN(C(=O)OCC)CC2)[C@@]2(C(=O)OCC)CCCC=C12	-0.8	-5.1	-0.2	-0.2	x	-0.5	5.0	-3.1	0.5	2.8	x
CCC(C)c1ccccc1N1CC(C(=O)Nc2ccc(N3CCOCC3)cc2)CC1=O (stereo unspecified)	-2.0	-2.7	-0.3	-2.7	-0.7	-1.2	-0.1	2.8	0.5	1.4	0.1
N#Cc1ccccc1NC(=O)COC(=O)/C=C/c1cn(-c2ccccc2)nc1-c1ccc(Cl)cc1	-0.2	-5.7	0.3	-0.6	2.0	-2.1	-4.3	-4.4	4.2	1.3	-0.4
Cc1ccc(N(C)C(=O)CCS(=O)(=O)c2cc3c(cc2Cl)NC(=O)CO3)cc1	-2.1	-5.5	1.8	-2.6	-1.2	-1.1	-6.2	1.5	0.3	-5.8	-0.5
O=C(COc1ccccc1)NNC(=O)c1cc2ccccc2oc1=O	-0.2	-12.4	0.3	-1.0	3.2	-1.5	2.8	9.1	5.1	-1.4	-0.9
CCCCNC(=O)C[C@H]1C[C@@]2(C(=O)OC)C(=C[C@H](COCc3ccccc3)O[C@@H]2C)N(Cc2cccc3ccccc23)C1=O	-1.3	-0.7	-1.2	-5.3	x	-1.5	-0.2	-7.2	0.0	0.3	x
Cc1cccc(NC(=O)COC(=O)c2ccc(C)c(S(=O)(=O)N3CCCCC3)c2)c1	-1.5	2.9	0.9	-2.9	-0.2	-0.8	-2.8	-6.8	2.7	5.7	-0.4
CC1(C)CC(=Cc2ccccc2[N+](=O)[O-])C(=O)c2ccccc21	-0.1	-3.3	1.2	7.9*	-1.6	-0.5	1.6	2.2	4.5	-1.0	-0.8
NC(=O)C1CCCN(Cc2ccc3ccccc3c2)C1 (stereo unspecified)	-0.7	-1.9	-1.0	-2.2	1.4	-0.7	3.5	8.0	-1.9	0.6	5.1*
CCN(CC)CCCNC1=C(Cl)C(=O)c2ccccc2C1=O	-0.1	-17.1	-1.3	-12.6	-0.2	-1.1	-5.0	9.1	-7.0	-0.1	-2.2
CCc1nc2ccc(C(=O)NCCCn3ccnc3)cn2c1N(C)CCC(C)C	-1.9	2.7	-0.5	-0.2	1.7	-0.8	-2.9	-24.2	-1.2	0.2	x
Cc1cc(C)c2cc(CNC3CCCC3)c(Cl)nc2c1	0.9	-31.8	1.4	-2.5	-0.7	-1.3	-1.1	8.2	0.8	0.1	0.0
Cc1cccc(C(=O)N[C@H](C(=O)Nc2ncc(C)s2)C(C)C)c1	1.5	1.3	0.6	26.9*	1.3	-1.3	-5.3	-3.1	8.5	-2.6	2.4
NNC(=O)c1sc2cc(C(F)(F)F)cnc2c1-c1ccccn1	-0.9	3.2	-0.3	5.4	2.5	-1.5	1.1	1.0	-0.7	5.5	x
CC(=O)Nc1c(NC(C)(C)C)c2ccccc2oc1=O	0.2	-3.0	1.1	-1.4	-0.1	-1.0	-0.4	2.8	-0.7	2.1	0.8
C[N+](C)(C)CCNC(=O)c1c(O)c2c([nH]c1=O)CCCC2	0.1	0.8	-0.6	3.1	-0.2	-1.1	1.9	5.6	-0.9	3.9	0.6
CC(=O)N(CCc1ccccc1)Cc1cc2ccc(C)c(C)c2[nH]c1=O	-1.2	-40.9	-0.3	-0.7	-2.3	-1.3	-1.9	5.4	-4.7	3.7	-2.8
C/C(CS(=O)(=O)c1ccc(Cl)c(Cl)c1)=N/NC(N)=S	-1.1	5.3	-0.2	-4.0	-0.2	-0.7	-1.5	5.1	-0.5	3.1	-0.5
OC(c1ccccc1)(c1ccccc1)c1ncc[nH]1	0.1	5.0	-0.1	0.9	-0.2	-0.5	1.9	2.5	3.4	0.3	1.4
O=C(O)c1ccc(-c2ccc(/C=c3/sc4nc5ccccc5n4c3=O)o2)cc1Cl	0.0	-10.8	-0.1	1.2	0.5	-0.5	2.5	0.0	-0.9	-1.5	0.5
CCCCC/C=C/C1=CC(=O)C[C@H](c2ccc(OC)c(OC)c2)C1	-1.1	11.3	-0.6	-1.4	4.9	-1.2	1.4	-3.8	-3.6	-4.3	-0.8
O=C(C[C@H]1C[C@H](C(=O)N2CCOCC2)[C@@]2(CCC3CCCC3)c3[nH]c4ccc(Cl)cc4c3CCN2C1=O)NCC12CC3CC(CC(C3)C1)C2	0.3	-6.2	-0.9	-4.8	1.2	-1.5	-0.7	7.7	1.6	-0.3	-1.2
Cc1cc(C)c(C(=O)N(C)CC2CCCN(CCc3ccccc3F)C2)o1 (stereo unspecified)	-1.1	-6.0	-0.2	-1.0	2.2	-1.2	-1.5	-8.7	2.9	-10.9	0.2
O=S(=O)(Nc1cccc(-c2ccc(N3CCOCC3)nn2)c1)c1ccc(Cl)c(Cl)c1	0.8	7.5	0.2	0.9	2.2	-0.9	-7.9	-38.8	1.8	-3.3	-1.6
CCCc1cc(C(=O)Nc2ccc(CC)cc2)no1	4.7	3.8	2.0	2.8	2.8	-0.3	-1.2	-2.4	10.9*	3.3	3.1
CCC(=O)Nc1ccc(OCc2nnc3c4ccccc4c(C)nn23)cc1	-3.1	-8.5	-1.6	1.3	1.5	-1.3	6.9	3.7	-2.5	-3.3	-0.3
Cc1ccc(C)c(-c2csc(N/N=C/c3ccco3)n2)c1	-0.5	6.7	0.4	0.1	-2.7	-1.5	-0.3	1.4	4.6	-0.4	x
Clc1ccc(Br)c(-c2nc3ccccc3[nH]2)c1	-1.3	-46.3	-0.5	-1.5	-1.7	-0.7	3.2	1.8	2.1	5.1	-0.6
CC1(C)Cc2ccccc2C(COc2ccccc2)=N1	-0.1	6.0	-0.3	5.5	1.4	-0.9	4.4	0.0	-2.3	-0.3	-1.3
CC(NS(=O)(=O)c1ccc(Br)cc1)C(=O)NC1CCCCCC1 (stereo unspecified)	0.9	-8.3	0.5	-1.9	-1.8	-1.3	-1.6	-3.9	-1.5	0.1	0.2

The list goes on; it opens with the 2 that closed the last part.
SMILES	hcDAF-12 act	ADAM10 inh	DAX1 inh-1	SMARCA2 act	FXN GAA850 act	ssDAF-12 act	GC-A act	HGIII-sPLA2 inh	hgDAF12 agonist	GC-B act	DAX1 inh-2
CC1(C)Cc2ccccc2C(COc2ccccc2)=N1	-0.1	6.0	-0.3	5.5	1.4	-0.9	4.4	0.0	-2.3	-0.3	-1.3
CC(NS(=O)(=O)c1ccc(Br)cc1)C(=O)NC1CCCCCC1 (stereo unspecified)	0.9	-8.3	0.5	-1.9	-1.8	-1.3	-1.6	-3.9	-1.5	0.1	0.2
COc1ccccc1NC(=O)c1ccc2c(c1)C(=O)N(c1ccccc1OC)C2=O	-0.5	-7.2	0.1	-0.3	0.5	-0.3	2.0	3.5	-0.5	-0.5	0.3
CCS(=O)(=O)N1CCC(C(=O)OCC(=O)c2ccc(Br)cc2)CC1	-1.7	-2.1	-0.5	-2.8	0.1	-1.2	6.6	3.0	-1.2	0.1	-0.6
O=C(c1ccccc1)c1ccc(OCC(O)CN2CCN(Cc3ccccc3)CC2)cc1 (stereo unspecified)	-1.9	-4.5	-0.5	-5.9	0.1	-1.4	3.8	4.9	0.2	6.3	-1.6
Cc1onc(-c2ccccc2Cl)c1C(=O)NCc1ccccc1	-0.2	7.0	-0.1	-3.3	0.6	-1.8	0.9	-0.2	-0.4	1.0	-0.6
O=C(OCC(=O)N1CCC(Cc2ccccc2)CC1)c1ccccc1O	-0.5	6.0	1.1	-0.5	3.1	-0.4	-0.1	11.9	1.9	-2.6	2.1
CCOC(=O)N1CCN(C(=O)CSc2ccc3nnc(-c4ccccn4)n3n2)CC1	-1.8	-23.4	0.4	0.6	0.4	-1.7	3.3	-0.2	0.2	8.2	-0.6
Cc1cc(C)cc(N(CC(=O)N2CCC(C)CC2)S(=O)(=O)c2ccccc2)c1	-1.6	-2.1	0.3	-1.6	2.8	-1.8	-29.9	-2.7	-0.8	-17.7	-1.8
CN(C)S(=O)(=O)c1ccc(C(=O)NNC(=O)C2COc3ccccc3O2)cc1 (stereo unspecified)	-1.1	-4.2	0.2	-2.1	-2.5	0.1	4.9	-6.3	-2.1	1.6	-0.2
O=C(CCn1c(=O)oc2ccccc21)Nc1cccc([N+](=O)[O-])c1	-1.6	-6.0	-0.7	-2.0	0.5	-0.7	-4.0	-4.0	-0.4	-10.0	0.3
